MLL CXXC-DNA inh – MLL CXXC-DNA interaction inhibition; MLL-CXXC / FITC-HOXA9 DNA fluorescence polarization; Potency, µM (doses to about 115 µM), inactives show at the highest dose activity change, negative = inhibition, most hits filed as inhibitors; hit rate 0.037% among 290,000; AID 2662; active = well fitted inhibition curve with a large enough effect in the polarisation, with a control signal flat, not every such curve was filed as active; inconclusive = small, poorly fitted or top-dose-only effect, or effect the other way, or a change in a side signal; inactive = no such curve, though single readings can be large or run the other way; the % refers to the polarisation; also: potency is read from the fitted curve at half-maximal effect
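Fluorescence polarization: 7 uM MLL-CXXC (stock) preincubated 5 min with compounds, then 50 nM fluorescein-HOX-A9 DNA (stock) added; 30 min ambient. Buffer 50 mM Tris-HCl pH 7.5, 50 mM NaCl, 1 mM DTT, 0.05% BSA.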
S-ASM inh – inhibitors of human secretory acid sphingomyelinase | AID 504937 | hit rate 0.006% among 340,000 | P17405 | placental ASM, HMU-PC fluorogenic substrate, 60 min | Potency, µM (series often up to 57.5 µM), for the others: at the top dose activity change, negative = inhibition, actives largely listed as inhibitors; also: potency is read from the fitted curve at half-maximal effect
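Fluorescence read-out (Ex 386 nm, Em 447 nm) after stopping the reaction at pH 10. Enzyme: ASM from human placenta; substrate HMU-PC0, 9 uM final; 60 min, 37 °C. Compound preincubation 10 min, ambient temperature.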
MBNL1-CUG inh – MBNL1-poly(CUG) RNA binding inhibition | Q9NR56 | TR-FRET MBNL1-His/biotin-(CUG)12 binding, 665/545 ratio | Potency, µM (top dose mostly 57.5 µM), without a hit: at the top dose activity change, negative = inhibition, actives largely listed as inhibitors | hit rate 0.036% among 280,000; active = well fitted inhibition curve with a large enough effect in the signal ratio, with a control signal flat, not every such curve was filed as active; inconclusive = small, poorly fitted or top-dose-only effect, or effect the other way, or a change in a side signal; inactive = no such curve, though single readings can be large or run the other way; the % refers to the signal ratio; also: potency is read from the fitted curve at half-maximal effect; % is scaled to controls: 0 for no effect and ±100 for the full control effect
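TR-FRET between His-tagged MBNL1 and biotin-(CUG)12 RNA, detected with Tb anti-His antibody (0.055 ng/ul) and streptavidin-XL665 (5 nM), 60 min at room temperature. Compounds titrated 92 nM to 58 uM; 665/545 nm ratio normalized to buffer and complex controls.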
KCNH2 WT inh – blocks the wildtype human KCNH2 potassium channel. U2OS, BacMam KCNH2, thallium flux FluxOr; stronger effect = lower value. activity change, % at 1.84 µM. AID 720551. hit rate 0.37% among 340,000;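 active = maximum activity change below -70%; inconclusive = maximum activity change between -70% and -50%; inactive = maximum activity change above -50%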; also: % is scaled to controls: 0 for no effect and ±100 for the full control effect
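U2OS cells were transduced with wild-type KCNH2 virus (2.03 x 10^8 / mL) for 4 h at room temperature, then cultured overnight at 37 C. Thallium flux was read with FluxOr dye. Rate constants were normalized to DMSO controls.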
KCNH2 3.1 inh – inhibitors of human KCNH2 3.1 potassium channel isoform. U2OS KCNH2 3.1, thallium flux FluxOr; stronger effect = lower value. activity change, % (tested at about 1.8 µM). hit rate 0.95% among 340,000. AID 720553;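 active = maximum activity change below -70%; inconclusive = maximum activity change from -70% to -50%; inactive = maximum activity change above -50%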;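 also: thallium influx rate constant from kinetic fluorescence after stimulation buffer; % is scaled to controls: 0 for no effect and ±100 for the full control effect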
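Virally transduced U2OS (3.1 isoform, 4 h infection in dark at RT) → overnight 37 C → FluxOr + Red40 in HBSS/HEPES, 45 min → stimulation buffer, 2 min kinetic read → rate constant vs DMSO controls.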
TRPV1 agonist – human TRPV1 agonism; Q8NER1; hit rate 0.19% among 320,000; activation, % at 8.33 µM; TRPV1-expressing cells, Fluo-8 calcium influx, agonist mode; AID 540275; in the data active = activation above about 80%; inconclusive = between about 30% and that limit; also: 0% is about no effect
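Fluo-8 calcium influx in TRPV1-expressing cells, kinetic read (ex 480/em 520 nm). Compound added and read 3 min for agonist activity, followed by capsaicin at EC20 final and 2 min further read for enhancement.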
A-T KAP1 phos – candidate therapy for ataxia-telangiectasia. […] A-T fibroblasts, KAP-1 phosphorylation AlphaLISA; neocarzinostatin DNA damage 30 min before lysis. hit rate 0.19% among 320,000. Potency, µM (titrated, usually from 57.5 µM), inactives show at the top dose activation, most hits filed as activators; also: potency is read from the fitted curve at half-maximal effect; % of control where 0% means no effect; nearly all actives have a fitted effect of over 45% in size
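hTERT-immortalized A-T patient fibroblasts ([…]), 500 cells/well in OPTI-MEM, 1% FBS, got compounds for 60 min, then NCS for 30 min at 37C. Lysates were then assayed for phospho-KAP-1 by AlphaLISA (anti-pKAP1 donor, anti-KAP1 acceptor beads), 6 hr at 25C.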
Coupling enz – coupling enzyme interference in Giardia aldolase counter-screen. AID 2472. activity change, negative = inhibition, % at 58.2 µM, hits read low. coupling enzyme system counterscreen, AmpLite Red fluorescence. hit rate 0.67% among 290,000; in the data active = activity change below about -30%; also: % is scaled to controls: 0 for no effect and ±100 for the full control effect
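First, compound is pin-transferred into glyceraldehyde-3-phosphate coupling-enzyme reagent at 57.5 uM final and held 10 min at RT. Next, substrate, coupling system and AmpLite Red are added. After 20 min RT, fluorescence (525/598 nm) is read.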
GALK inhibitor – galactokinase (human) inhibition. P51570. Purified GALK, Kinase-Glo residual ATP luminescence. Potency, µM (top dose mostly 57.5 µM), inactives show at the top dose activity change, negative = inhibition, hits mostly inhibitors. hit rate 0.007% among 270,000; also: potency is read from the fitted curve at half-maximal effect; % is scaled to controls: 0 for no effect and ±100 for the full control effect
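The enzyme phosphorylates galactose (100 uM) using ATP (35 uM); inhibition is detected as higher residual ATP, quantified by bioluminescence after 1 h reaction at room temperature, pH 8.0.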
a7 integrin act – integrin-mediated muscular dystrophy alleviation activation; alpha7betagal myoblasts, beta-gal FDG fluorescence, 48 h; Potency, µM (doses to about 38.3 µM), without a hit: at the highest dose activation, most hits filed as activators; hit rate 0.064% among 350,000; AID 624291;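 also: potency is read from the fitted curve at half-maximal effect; 100% = response of the positive control SU9516; nearly all actives have a fitted effect of over 60% in size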
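Alpha7betagal+/- myoblasts (passage 13) were plated 16-24 hr, then exposed to compounds (1:260 dilution of DMSO stock) for 48 hours at 37C. After MPER lysis, β-galactosidase reporter activity was read as FDG fluorescence (ex 480/em 540) after 30 minutes.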
The depositor's hits bear a star; u = inconclusive; x = not tested or not shown; [ ] = dose if it differs, or a comment. Unless noted, calls follow the shape of the dose curve; as a rule, active = well fitted curve in the direction sought with a large enough effect; inconclusive = small, poorly fitted or top-dose-only effect, or another doubt; inactive = no such curve, though single readings can be large; an effect the other way counts as inactive or inconclusive.

SMILES	MLL CXXC-DNA inh	S-ASM inh	MBNL1-CUG inh	KCNH2 WT inh	KCNH2 3.1 inh	TRPV1 agonist	A-T KAP1 phos	Coupling enz	GALK inhibitor	a7 integrin act
Cc1cc(CNC(=O)COC(=O)C2CC3CCCC(C2)C3=O)cc(C)c1O (stereo not drawn)	x	0%	x	-9	-2	x	4%	x	x	17%
CC(/C=N/NC(=O)Cc1cccs1)=C\c1ccco1	-5%	-1%	12%	-3	22	0	-2%	-22	x	-16%
COCCN(CC1CCCN(C2Cc3ccccc3C2)C1)C(=O)CCC(C)=O (stereo not drawn)	-2%	3%	1%	36	-16	2	7%	2	-4%	4%
CSc1ncc(Cl)c(C(=O)Nc2ccccc2C)n1	3%	-1%	-2%	5	2	-1	-2%	1	-2%	-23%
Clc1ccc2nc(COc3ccccc3)[nH]c2c1	4%	-1%	2%	-3	3	u	-2%	-5	-7%	-33%
O=S(=O)(CCN1CCCCC1)Oc1ccc(Cl)cc1Cl	30%[activator]	5%	-9%	-4	26	0	15%	1	-2%	-13%
CSc1cccc(NC(=O)CCCOc2ccccc2)c1	3%	3%	-13%	-12	-41	u	-3%	0	1%	-5%
CC(=O)c1ccc(N(C(=O)CNC(=O)c2ccco2)C(C(=O)NC2CCCC2)c2ccncc2)cc1 (stereo not drawn)	8%	2%	2%	1	12	0	-5%	4	0%	-14%
COc1ccc(NS(=O)(=O)c2ccc(/C=C/C(=O)O)cc2)cc1S(=O)(=O)N1CCOCC1	-2%	-1%	x	-1	0	-2	3%	3	-1%	2%
C/C=C(\C)C(=O)OC(C)(C)[C@H]1Cc2cc3ccc(=O)oc3cc2O1	13%	2%	19%	17	-5	13	4%	-2	-4%	16%
COc1cc(OC)cc(C(=O)NCc2ccc3c(c2)cc(C)n3C)c1	u	-7%	122%[activator]	3	-11	2	1%	-3	8%	-19%
COc1ccc(CCNC(=O)CCCCCN2C(=O)[C@@H]3Cc4ccccc4CN3C2=O)cc1OC	7%	3%	4%	-17	2	2	4%	x	7%	-16%
Cc1cccc(C(OC(=O)c2ccco2)C(=O)NCc2ccccc2)n1 (stereo not drawn)	-4%	0%	-9%	-2	5	-2	1%	1	0%	-17%
C=C1CCN([C@@H](CC(C)C)C(=O)N2CCCC2)S(=O)(=O)c2ccccc21	x	4%	x	1	6	x	x	x	x	-19%
C/C=C/C(=O)OCc1csc(CC(=O)Nc2ccccc2C)n1	9%	7%	3%	-2	-14	2	-6%	x	-2%	-26%
FC(F)(F)c1ccc(Oc2ccc3cc(Br)ccc3c2)nc1	-6%	-18%	-10%	-8	14	4	17%	7	-3%	18%
O=C(NCc1cccnc1)c1ccc(NC(=O)c2ccc(Br)cc2)cc1	-9%	6%	2%	4	-3	0	-4%	0	3%	0%
OCc1ccccc1CNCc1ccccc1	8%	5%	6%	3	-12	2	12%	1	2%	-15%
O=C(Nc1cc(SCCO)cc([N+](=O)[O-])c1)c1ccc(Br)o1	-1%	-6%	u	-4	-16	18	3%	-3	1%	1%
COCCNCc1ccc(Cl)cc1Cl	4%	0%	-9%	1	2	2	-1%	3	0%	u
Cc1nn(CCc2n[nH]c(=S)n2-c2ccc(F)c(Cl)c2)c(C)c1[N+](=O)[O-]	-4%	-1%	-18%	-10	-21	x	-5%	1	-6%	-9%
Cc1cc(C)nc(N(C#N)C(C)C(=O)N(C)C)n1 (stereo not drawn)	7%	0%	x	3	7	3	3%	4	1%	7%
CCCCC(=O)Nc1cccc2c1C(=O)N(c1ccccc1)C2=O	-3%	-11%	u	-1	-17	1	11%	-1	-2%	-10%
COCCNC(=O)c1cc(-c2ccccc2)nn1CC1CC(c2cccnc2)=NO1 (stereo not drawn)	x	-1%	x	4	5	x	x	x	x	9%
CC1Cc2ccccc2N1C(=O)CSc1nccc(=O)[nH]1 (stereo not drawn)	3%	1%	13%	-5	5	0	4%[11.5 µM]	3	0%	4%
Cc1ccc(S(C)(=O)=NS(=O)(=O)c2cccc3nsnc23)cc1 (stereo not drawn)	8%	3%	u	-8	32	-10	-6%	0	0%	13%
CC(=O)NC(CC(=O)NCCCn1ccc2ccccc21)c1ccccc1 (stereo not drawn)	11%	3%	2%	2	-3	-1	-6%	1	0%	13%
NC(=O)c1cc2nc(-c3ccco3)cc(C(F)(F)F)n2n1	-7%	198%[activator]	40%[activator]	3	11	-4	0%	2	0%	-16%
O=C(CCCc1nc2ccccc2s1)N1CCN(S(=O)(=O)c2cccs2)CC1	6%	-1%	-3%	14	-1	-1	5%	1	0%	-24%
Cc1ccc(/C=N/NC(=O)c2csc(C)c2)o1	3%	-1%	u	-8	-22	0	0%	1	-1%	3%
CC(Cc1ccccc1)NC(=O)CN1C(=O)c2ccccc2S1(=O)=O (stereo not drawn)	19%	-2%	7%	5	7	-1	16%	x	-6%	-1%
Cc1cccc(C)c1NC(=O)C1(NC(=O)Cn2cccc([N+](=O)[O-])c2=O)CCCCC1	u	7%	x	33	-3	-2	3%	-1	0%	13%
O=C(Nc1ncnc2c1ncn2C1OC(COC(=O)c2ccccc2)C(F)C1O)c1ccccc1 (stereo not drawn)	-9%	-4%	-4%	0	1	1	-8%	-3	-1%	-20%
CCN1CCN(S(=O)(=O)c2ccc(OC)cc2)CC1	13%	-1%	-2%	-12	9	3	-2%	1	-1%	-12%
COc1cccc(/C=C/C(=C2/C(=O)N(c3ccccc3)N=C2C)c2ccc(C)cc2)c1OC	-1%	3%	x	5	10	12	0%	-2	1%	12%
CCOC(=O)c1c(C)[nH]c(C(=O)COC(=O)C2CC(=O)N(Cc3ccccc3)C2)c1C (stereo not drawn)	12%	-6%	0%	2	-5	7	-9%	4	10%	3%
CCO[C@H]1OC(C(=O)Nc2ccccc2)=C[C@@H](c2ccc(Br)cc2)[C@@H]1CCCO	-12%	u	0%	-6	-15	19	20%	0	-2%	-4%
Cc1ccc(-c2c(C#N)c(N)nc3c2CCCC3)o1	1%	62%[activator]	x	-18	-1	-1	16%	1	-2%	-31%
Cc1ccc(C(=O)NNC(=O)c2cc(C)nc3ccccc23)cc1	x	6%	x	4	5	-2	4%	x	x	24%
NC(=O)C(=O)N/N=C/c1c(F)c(F)c(F)c(F)c1F	2%	7%	11%	-4	3	-3	-7%	-3	-3%	-58%[inhibitor]
Nc1cccc(-c2cn3cccnc3n2)c1	11%	5%	x	-11	-41	-2	0%	0	3%	35%
CN1C(=O)N(CC(=O)Nc2cccc(S(=O)(=O)N(C)c3ccccc3)c2)C(=O)C12CCCCC2	x	-1%	x	3	2	-1	2%	x	x	3%
CN(C)CCCNC(=O)C[C@H]1C[C@H](C(=O)N2CCCCC2)[C@@]2(CCc3ccccc3)c3[nH]c4ccc(Cl)cc4c3CCN2C1=O	x	-7%	x	-120*	-47	x	10%	x	x	3%
COc1ccc(-n2nc(C(=O)NCC(=O)N3CCN(c4ccccc4OC)CC3)c3ccccc3c2=O)c(OC)c1	17%	-1%	8%	3	11	-1	7%	1	-3%	-9%
COc1ccccc1C(c1nnnn1C(C)C)N1CCN(C(=O)c2ccco2)CC1 (stereo not drawn)	-16%	-3%[11.5 µM]	-5%	6	12	1	14%	4	6%	-7%
O=C(CSc1nnc(Cc2cc(=O)[nH]c(=O)[nH]2)n1-c1ccccc1)NCC1CCCO1 (stereo not drawn)	8%	3%	5%	-13	-6	-2	9%	2	0%	-12%
CCCc1cc(CNC(=O)C2CCC(=O)N(Cc3ccccc3OC)C2)on1 (stereo not drawn)	31%	3%	-3%	-6	-9	-3	2%	-2	-4%	-20%
COc1cccc(NC(=S)NN2C(C)CCCC2C)c1 (stereo not drawn)	0%	-4%	-7%	45	26	0	0%	0	1%	13%
COc1ccccc1-n1nnnc1SCC(=O)Nc1cc(C)on1	-1%	1%	-3%	-3	8	0	-3%	2	-2%	0%
Cc1ccc2nc(NC(=O)C3CCN(S(=O)(=O)c4cccc5nsnc45)CC3)sc2c1	9%	-9%	22%	-9	-29	1	2%	0	0%	0%
COCCNC(=S)N/N=C/c1ccc([N+](=O)[O-])cc1	-11%	-4%	x	-9	11	0	-6%	-1	-2%	-9%
Cn1c(=O)c2c(n(Cc3ccccc3)c1=O)NC(=O)C2CC(=O)N1CCc2ccccc2C1 (stereo not drawn)	-16%	11%	19%	8	6	0	-3%	-3	-2%	7%

High-throughput results as filed in PubChem.
